Rab7 wt GTP bind = modulators of GTP binding to dog Rab7 wildtype GTPase | AID 758 | GST-Rab7 beads, fluorescent GTP binding, flow cytometry; actives lie on both sides; untreated = 100%, excess cold GTP = 0% | 0.055% of 190,000 active | GTP binding activity (percent of control), % at 10 µM;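 active means fluorescent GTP binding to Rab7 beads changed by at least 20 points from the 100% baseline, either direction, mostly lower; inconclusive means compound itself probably fluorescent, or too few beads counted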;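 further: median green fluorescence of bound Bodipy-FL-GTP per Rab7 bead population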
Rab2 wt GTP = changes GTP binding to wildtype dog Rab2A, up or down. P61105. AID 760. 0.19% of 190,000 active. GST-Rab2 wt beads, Bodipy-GTP binding, flow cytometry. GTP binding activity, % at 10 µM;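 active means GTP binding activity at least 20 points away from 100%, either lowered or raised; inconclusive means signal likely due to the compound's own green fluorescence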;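 further: 0% = beads with excess unlabeled GTP and 100% = no-compound control corrected for plate trend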
HRas wt GTP = modulators of GTP binding to human HRas wildtype. P01112. 0.14% of 190,000 active. GST-Ras wt beads, Bodipy-FL-GTP binding, flow cytometry; actives lie on both sides. GTP binding activity, % at 10 µM;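 active means GTP binding activity at least 20% away from the 100% baseline, either lowered as inhibitor or raised as activator; inconclusive means flagged as likely green fluorescent, judged across all proteins in the well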;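 further: 0% = unlabeled GTP competition control and 100% = no-compound control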
Bim-Bcl-B = disrupts Bim peptide binding to human Bcl-B. Q9HD36. bead-based flow cytometry. 0.073% of 190,000 active. inhibition, % at 10 µM;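 further: 0% = tracer peptide without compound and 100% = reference inhibitor peptide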
Rac1 mut GTP = modulators of GTP binding to human Rac1 activated mutant; GST-Rac1 activated beads, fluorescent GTP binding, flow cytometry; actives lie on both sides; 100% means binding = to untreated wells; 0.11% of 190,000 active; percent activity (GTP binding), % at 10 µM; P63000;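 active means GTP binding at least 20 percentage points away from the 100% baseline, in either direction, so actives lie on both sides; inconclusive means Compound likely fluorescent itself, or too few beads counted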
Rac1 wt GTP bind = human Rac1 wildtype GTP binding, inhibitors and activators | P63000 | GST-Rac1 beads, fluorescent GTP binding, flow cytometry; actives lie on both sides; 0 = cold GTP competed, 100 = untreated | 0.27% of 190,000 active | GTP binding activity (% of control), % at 10 µM;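 active means GTP binding activity at least 20 points away from the 100% control level, either lower or higher; inconclusive means compound flagged as likely green fluorescent, judged across all proteins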
Cdc42 wt = changes GTP binding to wildtype human Cdc42; P60953; GST-Cdc42 beads, Bodipy-GTP binding, flow cytometry; actives lie on both sides; percent activity (GTP binding), % at 10 µM; 0.2% of 190,000 active; AID 761;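 active means percent activity GTP binding at least 20 points away from the 100% baseline, either down as inhibitor or up as activator; inconclusive means compound flagged as likely green fluorescent from well-wide comparison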;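 further: median bead fluorescence of bound Bodipy-FL-GTP at 100 nM; 0% = excess unlabeled GTP control and 100% = no compound control; below 100% means less GTP binding so inhibitor and above means activator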
Target sequence (P60953 whole entry, looked up): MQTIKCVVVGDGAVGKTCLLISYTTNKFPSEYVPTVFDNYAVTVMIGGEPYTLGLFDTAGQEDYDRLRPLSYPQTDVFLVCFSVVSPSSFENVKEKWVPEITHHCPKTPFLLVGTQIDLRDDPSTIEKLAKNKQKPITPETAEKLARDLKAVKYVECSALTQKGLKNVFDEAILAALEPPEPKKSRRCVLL
Bfl-1 Bim block = inhibitors of Bim-Bfl-1 interaction, human | 0.12% of 190,000 active | AID 1008 | Bead-based flow cytometry, Bim-Bfl-1 binding inhibition | inhibition, % at 10 µM | Q16548;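 further: 0% = wells without compound plus tracer and 100% = blocker peptide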
Bim-Bcl-W = human Bim-Bcl-W interaction inhibition; Q92843; bead-based flow cytometry, Bim peptide-Bcl-W binding; inhibition, % at 10 µM; 0.02% of 190,000 active;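 further: 0% = bound tracer without compound and 100% = peptide blocker; higher means less fluorescent Bim peptide bound to Bcl-W beads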
Target sequence (Q92843 whole entry, looked up): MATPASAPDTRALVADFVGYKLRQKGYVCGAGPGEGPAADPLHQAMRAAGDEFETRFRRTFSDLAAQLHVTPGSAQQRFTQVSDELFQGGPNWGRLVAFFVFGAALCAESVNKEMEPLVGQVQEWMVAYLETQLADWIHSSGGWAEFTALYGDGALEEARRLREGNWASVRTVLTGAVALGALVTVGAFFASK
Bim-Bcl-XL = inhibitors of Bim-Bcl-XL interaction, human; Q07817; Bim peptide-Bcl-XL binding, bead flow cytometry, fluorescence; inhibition, % at 10 µM; 0.04% of 190,000 active
Target sequence (Q07817 whole entry, looked up): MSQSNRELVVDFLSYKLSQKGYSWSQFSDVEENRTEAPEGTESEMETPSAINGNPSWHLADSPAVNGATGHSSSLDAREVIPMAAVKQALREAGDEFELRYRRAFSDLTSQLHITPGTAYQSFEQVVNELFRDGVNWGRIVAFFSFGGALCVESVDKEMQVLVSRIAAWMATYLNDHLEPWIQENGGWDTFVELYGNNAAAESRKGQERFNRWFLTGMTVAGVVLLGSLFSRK
Bcl-2 Bim block = inhibitors of Bim-Bcl-2 interaction, human. inhibition, % at 10 µM. P10415. Bead-based flow cytometry, Bim peptide-Bcl-2 binding. 0.06% of 190,000 active; in the data active means inhibition above about 40%; inconclusive means no clear call, values can overlap the other calls;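 further: 0% = no compound wells with probe peptide and 100% = reference peptide inhibitor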
Target sequence (P10415 whole entry, looked up): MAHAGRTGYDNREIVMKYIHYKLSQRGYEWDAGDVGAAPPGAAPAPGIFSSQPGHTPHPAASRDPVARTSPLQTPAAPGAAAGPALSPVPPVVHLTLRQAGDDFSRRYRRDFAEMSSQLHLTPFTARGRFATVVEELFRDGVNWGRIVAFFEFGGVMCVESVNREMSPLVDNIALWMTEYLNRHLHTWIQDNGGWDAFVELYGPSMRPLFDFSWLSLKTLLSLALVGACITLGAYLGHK
* hit, by the source's call; ? = inconclusive. Unless noted, no stated cut-off is given here; in the data, active means inhibition above about 40%. Compounds as they come, and some 0.62% of all compounds hit somewhere here.

SMILES	Rab7 wt GTP bind	Rab2 wt GTP	HRas wt GTP	Bim-Bcl-B	Rac1 mut GTP	Rac1 wt GTP bind	Cdc42 wt	Bfl-1 Bim block	Bim-Bcl-W	Bim-Bcl-XL	Bcl-2 Bim block
O=C(CC1C(=O)NCCN1CC1CCCCC1)NCc1ccc(F)cc1F (stereo not given)	101	96	96	-2	93	95	93	-3	0	2	-2
CCCCCCn1c(O)c(/C=C2\C=NN=C2c2ccccc2)sc1=S	96	89	93	-18	92	93	94	-12	-9	-7	-6
CCC(C(=O)N1CCN(c2ccccc2OC)CC1)c1ccccc1 (stereo not given)	104	100	104	-2	99	107	101	0	0	-2	3
COc1ccc(N(CC(=O)N/N=C/c2cc3ccc(OC)cc3nc2Cl)S(=O)(=O)c2ccccc2)cc1	96	94	93	-2	96	93	94	-5	-7	-7	-7
O=C(O)c1cccc(C(=O)c2cccc(C(=O)O)c2)c1	92	93	92	-1	93	92	95	1	1	0	1
Cc1ccc(C)n1-c1ccc(N(C)C)cc1	106	99	96	8	93	98	98	13	5	-1	10
Cc1nccn1CCC(=O)Nc1ccc(Cl)cc1	102	101	103	-4	97	106	103	-3	0	0	-1
CCc1ccccc1NC(=S)N1CCC(NC(=O)c2ccc(OC)cc2)CC1	97	94	96	0	94	95	95	3	1	-1	2
Cc1nc2sc3c(c2c(=N)n1N)CCCC3	107	97	93	-2	92	92	92	-3	0	0	-4
Cc1cccc2c1CC(C)(C)N=C2C1=C(O)CC(C)(C)CC1=O	100	101	100	-1	95	99	98	1	2	-1	0
O=C1c2ccccc2C(=O)N1c1n[nH]c(CCc2ccccc2)n1	97	102	100	-5	99	104	100	-5	1	-1	-3
Cn1c(SCc2ccccc2Cl)nc(C(F)(F)F)cc1=O	102	95	97	-9	97	102	97	-18	0	-4	-12
COc1ccc2c3c(c(=O)oc2c1OCC(=O)C(C)(C)C)CCCC3	100	101	100	-7	99	104	102	-9	2	-1	-8
CCCc1[nH]c(=O)c(C#N)c2c1CCCC2	96	96	98	1	95	95	98	-2	1	2	-3
CN1CCN(C(=O)C2CCN(S(=O)(=O)c3cnc[nH]3)CC2)CC1	102	103	99	-9	99	104	102	-17	-3	-6	-9

Two records picked at random from those above, as already listed:
SMILES	Rab7 wt GTP bind	Rab2 wt GTP	HRas wt GTP	Bim-Bcl-B	Rac1 mut GTP	Rac1 wt GTP bind	Cdc42 wt	Bfl-1 Bim block	Bim-Bcl-W	Bim-Bcl-XL	Bcl-2 Bim block
CCCc1[nH]c(=O)c(C#N)c2c1CCCC2	96	96	98	1	95	95	98	-2	1	2	-3
COc1ccc2c3c(c(=O)oc2c1OCC(=O)C(C)(C)C)CCCC3	100	101	100	-7	99	104	102	-9	2	-1	-8

A few values from the entries so far.
CN1CCN(C(=O)C2CCN(S(=O)(=O)c3cnc[nH]3)CC2)CC1 @ HRas wt GTP = 99
COc1ccc2c3c(c(=O)oc2c1OCC(=O)C(C)(C)C)CCCC3 @ Bim-Bcl-W = 2
O=C(O)c1cccc(C(=O)c2cccc(C(=O)O)c2)c1 @ Bcl-2 Bim block = 1
Cc1nc2sc3c(c2c(=N)n1N)CCCC3 @ Bcl-2 Bim block = -4
CCc1ccccc1NC(=S)N1CCC(NC(=O)c2ccc(OC)cc2)CC1 @ Bcl-2 Bim block = 2
O=C1c2ccccc2C(=O)N1c1n[nH]c(CCc2ccccc2)n1 @ Rac1 wt GTP bind = 104

The list goes on.
SMILES	Rab7 wt GTP bind	Rab2 wt GTP	HRas wt GTP	Bim-Bcl-B	Rac1 mut GTP	Rac1 wt GTP bind	Cdc42 wt	Bfl-1 Bim block	Bim-Bcl-W	Bim-Bcl-XL	Bcl-2 Bim block
Cc1ccc(CCNC(=O)C2CCCN(S(=O)(=O)c3cnc[nH]3)C2)cc1 (stereo not given)	102	101	100	-7	101	106	101	-9	2	-1	-7
Nc1nc(CSC(=S)N2CCN(c3ccccc3)CC2)nc(Nc2ccc(F)cc2)n1	99	98	97	-5	99	98	93	-11	0	-1	-4
O=C(CCc1ccccn1)NC1CCCc2c1cnn2-c1ccc(F)cc1F (stereo not given)	99	101	101	-3	99	105	104	-4	0	-2	-3
COc1ccc(Br)cc1CN(C)CC(=O)Nc1c(Cl)cccc1Cl	99	97	98	-5	96	98	100	-5	-4	-8	-6
COc1ccc(C(=O)NCc2nnc(SCC(=O)N3CCOCC3)o2)cc1	97	101	99	0	96	101	97	3	-2	0	1
O=Cc1cccc(Oc2ccc([N+](=O)[O-])cc2[N+](=O)[O-])c1	93	93	92	1	91	90	91	-1	-1	0	0
S=C(NCCCN1CCOCC1)Nc1ccc(Nc2ccccc2)cc1	95	96	94	-12	95	98	97	6	2	-4	0
Cn1c(Cn2nnc(-c3ccccc3)n2)nnc1SCc1ccccc1Cl	99	100	103	0	101	106	101	1	0	-1	-3
Cn1c(SCc2ccc3c(c2)OCO3)nnc1-c1ccccc1	95	95	97	-1	95	98	102	1	-1	-3	-3
CC(C)Cn1cc(Cl)c(=O)n(CC(C)C)c1=O	103	99	100	3	97	101	97	0	3	3	3
CC1(C)C=C(c2ccc(O)cc2)CC(C)(C)N1	102	101	101	-9	100	100	102	-17	0	-16	-10
CS(=O)(=O)c1nsc2nc(=O)c(/C=C3\C=Nc4ccccc43)c(N)n12	103	94	95	-9	93	93	93	-4	-3	-1	7
OCCNc1nc(Nc2ccc(Br)cc2)nc2ccccc12	107	97	101	-5	105	98	100	0	0	0	-4
CC(=O)NC(=S)Nc1sc2c(c1C#N)CCCCC2	96	97	97	-9	98	100	100	-1	-9	-9	-6
CN(c1ccc(C(=O)Nc2ccccc2Sc2ccccc2)cc1)S(C)(=O)=O	94	94	99	-3	94	93	96	-7	2	0	-2
O=C(COC(=O)c1c(Cl)ccc(Cl)c1Cl)NC1CCS(=O)(=O)C1 (stereo not given)	106	96	97	0	93	99	99	-4	1	2	1
O=C(/C=C/c1ccc(Cl)c(Cl)c1)NCc1ccco1	96	96	97	-5	97	97	97	-2	-2	-4	0
C=C(C)COc1ccc(-c2nc(N)ncc2-c2ccc(OC)cc2)c(O)c1	96	95	98	-6	97	99	99	-14	0	-1	-8
O=C(Nc1ccccc1)N1CCN(c2ccccn2)CC1	100	102	101	-10	99	100	99	-21	-3	-10	-9
CC1(C)CC(=O)C(C=N)=C(O)C1	99	98	98	-5	97	98	98	-14	0	-4	-6
COc1ccccc1NC(=S)N1CCN(c2nc(-c3ccccc3)cs2)CC1	95	97	94	-1	97	97	99	-1	2	1	0
CCOc1ncccc1C(=O)OCC(=O)N1CC(=O)Nc2ccccc21	102	102	103	-6	102	111	105	-11	2	-7	-7
CCCOCC(O)CCc1n[nH]c(=S)n1-c1ccccc1 (stereo not given)	105	98	96	-7	93	94	95	-3	1	-2	-1
CCC(Sc1nc(-c2ccccc2)cc(=O)[nH]1)C(=O)O (stereo not given)	96	93	94	-2	94	96	94	-5	3	1	-1
CN(C)CCC(=O)c1cccc(Br)c1	102	99	99	-7	96	98	98	-1	-3	-5	-3
O=C(/C=C/c1cccc(Cl)c1)NCCc1ccccc1	98	100	101	-7	101	102	100	-2	-3	-11	-1
COc1ccc(C(=O)/C=C(\C)Nc2ccc(NC(C)=O)cc2)cc1	100	104	104	3	103	101	104	1	0	0	0
O=C(O)c1cc([N+](=O)[O-])ccc1N1CCCCC1	101	100	101	-4	99	102	100	0	-3	-2	2
CCOc1cc(/C=N\NC(N)=O)cc(Br)c1OC(C)C	101	96	96	-4	98	101	99	-2	-2	-7	-4
CC1=C(Cl)C2=NS(=O)(=O)CCN2C=C1Cl	103	102	98	-9	97	100	100	-10	-5	-2	-9
COc1ccc(S(=O)(=O)Nc2nc3ccccc3nc2NCc2ccc3c(c2)OCO3)cc1	99	100	99	-4	100	99	95	-12	-2	-4	-7
Cc1ccc(N2CCN(c3ccc(NC(=O)CCC(=O)O)cc3)CC2)cc1	97	98	97	-4	98	104	99	0	0	-4	2
N#C/C(C(=O)c1ccccc1)=C1/SC=C(N)N1c1ccccc1	99	101	100	-12	96	99	98	-11	-1	-7	-10
CCc1cc2c(N3CCN(c4nnc(CC)s4)CC3)ncnc2s1	?	?	?	-5	?	?	?	-10	1	-3	-3
Cc1cccc(-n2nc(C(=O)c3ccco3)cc(-c3nc4ccccc4[nH]3)c2=N)c1	92	92	98	-2	101	103	96	1	-1	-2	2
COc1ccc(NC(=O)NC(C)(C(F)(F)F)C(F)(F)F)cc1	96	103	103	-1	99	101	103	1	1	0	-1
c1ccc(CN2CCN(C3=Nc4cccc5cccc3c45)CC2)cc1	95	96	98	-6	101	102	102	-7	-5	-4	-8
COc1ccc(-n2c(C)cc(/C=N/Nc3nc(N4CCOCC4)nc(N4CCOCC4)n3)c2C)cc1	96	97	97	-7	95	98	94	-16	-3	-6	-9
CCN(CC)c1ccc(/C=C2/SC(=O)N(C(C)C)C2=O)o1	?	?	?	-33	?	?	?	30	1	-8	-1
Cc1nc(N2CCOCC2)c2c(C)c(C(=O)Nc3ccccc3C(F)(F)F)sc2n1	108	103	104	-11	101	104	101	-8	-5	-6	-3
CC1(C)CC2CC(C)(CN2CC(=O)C(C#N)c2ccccc2)C1 (stereo not given)	96	96	97	-1	97	97	98	-4	-2	-2	-1
Nc1nnc(CC2=CCCCC2)s1	92	94	96	-2	96	93	96	-3	-4	-4	-4
O=C1N[C@@H](Cc2ccccc2)C(=O)N1CCN1CCOCC1	104	103	105	-4	101	114	107	-9	4	-11	-6

Screens as filed in PubChem BioAssay.
